TDP1 inh = qHTS Assay for Inhibitors of Tyrosyl-DNA Phosphodiesterase (TDP1); actives 0.28% (n = 350,000); recombinant TDP1, AlphaScreen DNA substrate cleavage; Tyrosyl-DNA phosphodiesterase 1 (Homo sapiens), Q9NUW8; AID 485290, 2010; Potency, µM (titrated, usually from 130 µM), for inactives: top-dose activity change, negative = inhibition, most hits filed as inhibitors; further: nearly all actives have a fitted effect of over 40% in size
Target sequence (Q9NUW8 whole entry, looked up): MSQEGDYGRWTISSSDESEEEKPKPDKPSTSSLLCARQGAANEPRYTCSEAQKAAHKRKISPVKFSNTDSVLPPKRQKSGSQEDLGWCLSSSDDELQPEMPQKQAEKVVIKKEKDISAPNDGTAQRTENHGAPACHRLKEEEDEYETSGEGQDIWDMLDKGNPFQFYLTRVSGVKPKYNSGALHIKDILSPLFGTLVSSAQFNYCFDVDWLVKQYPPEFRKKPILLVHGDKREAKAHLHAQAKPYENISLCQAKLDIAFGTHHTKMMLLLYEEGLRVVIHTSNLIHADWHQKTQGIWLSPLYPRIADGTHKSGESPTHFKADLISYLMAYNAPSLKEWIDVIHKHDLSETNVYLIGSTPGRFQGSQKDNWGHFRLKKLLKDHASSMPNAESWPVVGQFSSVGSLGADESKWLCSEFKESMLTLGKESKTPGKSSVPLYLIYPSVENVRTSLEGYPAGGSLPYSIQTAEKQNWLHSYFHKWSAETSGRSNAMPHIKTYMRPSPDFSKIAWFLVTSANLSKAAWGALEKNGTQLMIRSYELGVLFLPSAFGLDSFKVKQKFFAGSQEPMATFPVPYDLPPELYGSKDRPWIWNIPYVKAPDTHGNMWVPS
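Compounds were preincubated with Tdp1 (1 nM final) for 15 min at room temperature before substrate (15 nM final) started a 5 min reaction; beads (10 ug/ml final) were then added for 10 min before AlphaScreen detection.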
FEN1 inhibitor = qHTS Assay for the Inhibitors of Human Flap endonuclease 1 (FEN1); P39748; Recombinant FEN1 flap cleavage, fluorescence, 15 min; Potency, µM (top dose mostly 114 µM), without a hit: top-dose activity change, negative = inhibition, actives largely listed as inhibitors; actives 0.35% (n = 390,000); AID 588795, 2011; further: nearly all actives have a fitted effect of over 65% in size
Target sequence (P39748 whole entry, looked up): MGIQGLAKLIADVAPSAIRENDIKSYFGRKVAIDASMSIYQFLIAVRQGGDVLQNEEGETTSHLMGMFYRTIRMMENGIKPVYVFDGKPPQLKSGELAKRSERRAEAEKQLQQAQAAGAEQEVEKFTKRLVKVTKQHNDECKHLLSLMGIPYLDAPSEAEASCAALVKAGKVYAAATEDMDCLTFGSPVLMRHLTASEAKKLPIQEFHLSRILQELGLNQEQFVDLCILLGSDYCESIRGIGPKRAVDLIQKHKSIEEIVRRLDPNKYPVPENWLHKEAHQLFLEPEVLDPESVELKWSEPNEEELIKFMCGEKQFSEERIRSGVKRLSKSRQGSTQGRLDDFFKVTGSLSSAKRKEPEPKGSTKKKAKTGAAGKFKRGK
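Quantitative HTS format: each compound was titrated, incubated with 10 nM nuclease for 15 min at room temperature, then challenged with flap substrate at 50 nM final. Signal change over 15 min gave concentration–effect curves.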
N370S GC mod = qHTS Assay for Inhibitors and Activators of N370S glucocerebrosidase as a Potential Chaperone Treatment of Gaucher Disease. actives 0.092% (n = 330,000). N370S GC spleen homogenate, 4MU-glucoside fluorescence. Potency, µM (highest dose often 59.4 µM), inactives show at the top dose activity change, negative = inhibition, usual class: inhibitors;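 further: 0% = full enzyme activity and -100% = no enzyme basal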
Numbers without * were called inactive; u = inconclusive; x = no result given; & = joins results of further samples; [ ] = dose if it differs, or a comment. The call rests on the fitted dose curve; in most records, active means well fitted curve in the direction sought with a large enough effect; inconclusive means small, poorly fitted or top-dose-only effect, or another doubt; inactive means no such curve, though single readings can be large; an effect the other way counts as inactive or inconclusive. Unless noted, on the % scale 0 is the no-effect control and ±100 the full control effect; potency means the concentration at half of the fitted maximal effect.

Preview, 3 compounds:
mol	TDP1 inh	FEN1 inhibitor	N370S GC mod
CC(CN1C(C)CCCC1C)OC(=O)c1ccccc1Br (stereo not given)	x	-2%	-5%
C=CCOC(=O)C1=C(C)NC(C)=C(C(=O)OCC=C)C1c1cn(-c2ccccc2)nc1-c1ccco1	1%	-11%	17%
COc1cccc(NC(=O)CCNC(=O)Cn2ccc3ccccc3c2=O)c1	6%&5%	-3%&-7%	-21%

Results, repeating the preview:
mol	TDP1 inh	FEN1 inhibitor	N370S GC mod
CC(CN1C(C)CCCC1C)OC(=O)c1ccccc1Br (stereo not given)	x	-2%	-5%
C=CCOC(=O)C1=C(C)NC(C)=C(C(=O)OCC=C)C1c1cn(-c2ccccc2)nc1-c1ccco1	1%	-11%	17%
COc1cccc(NC(=O)CCNC(=O)Cn2ccc3ccccc3c2=O)c1	6%&5%	-3%&-7%	-21%
COc1ccc2c(c1)c1c(c(=O)n(-c3ccccc3)c(=O)n1CC(=O)NCCC1=CCCCC1)n2C	0%	-4%	x
COC(=O)CC1Oc2ccccc2N(Cc2ccccc2)C1=O (stereo not given)	4%	-15%	1%
CCOC(=O)N1CCN(CC(=O)Nc2ccc(OC)cc2)CC1	8%	-14%	-4%
C1CCc2c(nnc3c2-c2nonc2CC3)C1	1%	-5%	18%
COC(=O)c1ccc(Nc2nc(-c3ccncc3)nc3ccccc23)cc1	x	-10%	-1%
COc1cccc([C@@H]2Oc3ccc(Br)cc3C[C@H]2OC(=O)Nc2ccc(OC(F)F)cc2)c1	-1%	x	-9%
Cc1ccc(-c2nc3cccnc3s2)cc1NC(=O)C1c2ccccc2Oc2ccccc21	3%	-7%	11%
Clc1ss/c(=N\c2ccccn2)c1Cl	8%	14%	-17%
COc1ccc(NC(=O)CCc2nc3c(C)nn(-c4ccc(C)cc4)c3n(C)c2=O)cc1	1%	0%	x
COc1ccccc1N1CCN(C(=O)COc2cccc(C)c2C)CC1	0%	-22%	5%
O=Cc1ccnc(-c2ccc(OC(=O)c3ccco3)cc2)n1	8%	-6%	9%
Cc1ccc(S(=O)(=O)NCCC(=O)NCc2cccnc2)cc1	2%	-3%	-11%
CN(C)CCO[C@@H](c1ccc(Cl)cc1)c1ccccn1	4%	5%	-2%
O=S(=O)(c1ccc(F)cc1)N1CCN(c2nc(-c3ccc(F)cc3)nc3cc(Cl)ccc23)CC1	0%	-16%	x
Cc1ccc(C)c(OCCC(=O)Nc2ccc(S(=O)(=O)N3CCCC3)cc2)c1	0%[56.1 µM]	u	x
O=C(NNC(=O)C1COc2ccccc2O1)c1cccc([N+](=O)[O-])c1 (stereo not given)	2%	0%	-5%
Cc1ccc(S(=O)(=O)NCC(=O)OCC(=O)N2CCN(C(=O)c3ccco3)CC2)cc1C	-5%	6%	-8%
O=C(COc1ccc(-n2ccnc2)cc1)Nc1cccc(F)c1	6%	1%	-2%
Cc1c(NC(=S)N/N=C/c2ccc([N+](=O)[O-])cc2O)c(=O)n(-c2ccccc2)n1C	9%	5%	-15%
Cc1ccc(CNc2oc(COc3ccccc3Cl)nc2C#N)cc1	4%	-2%	12%
COc1ccc(S(=O)(=O)N2CCN(CC(=O)Nc3sccc3C(N)=O)CC2)cc1OC	-2%[56.1 µM]	8%	x
CCOC(=O)C1CCN(c2c(NCc3ccc(N(C)C)cc3)c(=O)c2=O)CC1	3%	-7%	-4%
CC(=O)c1cccc(NC(=O)c2cc(C)no2)c1	3%	0%	-4%
CCc1nc2ccc(F)cc2c(C(=O)NC2CCCCC2C)c1C (stereo not given)	5%	-15%	3%
COc1ccc(S(=O)(=O)Nc2cc3c4c(c2)CCN4C(=O)CC3)cc1C	-5%	-4%	-2%
O=C(CSc1nc2[nH]ncc2c(=O)n1-c1ccccc1)N1CCCCCC1	3%	x	5%
COc1ccccc1NS(=O)(=O)c1cccc(NC(=O)c2[nH]c(C)c(C(C)=O)c2C)c1	5%	-23%	6%

Next structures follow.
mol	TDP1 inh	FEN1 inhibitor	N370S GC mod
COc1ccc(C(=O)Nc2ccccc2N2CCOCC2)cc1S(=O)(=O)N1CCCC1	2%	3%	x
Cc1noc(NS(=O)(=O)c2ccc(NC(=O)C(C)(C)C)cc2)c1C	x	-12%	-19%
CCC12CN3CC(CC)(CN(C1)C3c1ccc(OC(C)C)cc1)C2=O (stereo not given)	1%	1%	u
O=C(N/N=C\c1ccc(S(=O)(=O)O)o1)c1ccc2c(c1)OCO2	1%	1%	2%
Nc1cc(N)nc(SCC(=O)c2ccc3c(c2)NC(=O)CO3)n1	2%	8%	-3%
CC(C)n1nnnc1SCC(=O)NCc1ccc2c(c1)OCO2	-6%	-2%	-24%
CC1CCCN(CCOCCOc2ccc(Br)cc2Cl)C1 (stereo not given)	-3%	-7%	-10%
CCC(C)(C)c1ccc(OCCCC[n+]2ccc(C)cc2)c(C(C)(C)CC)c1	4%	13%	u
Cc1cc(Br)c(S(=O)(=O)NCc2ccncc2)cc1C	2%	10%	2%
Cc1csc(NC(=O)CSc2ccccc2F)n1	-2%	0%	-1%
Cc1ccc2nc(Cl)c(/C=N/n3c(C)nnc3C)cc2c1	-5%	3%	-4%
CC(NC(=O)C1CCN(C(=O)N2CCOc3ccc(Cl)cc32)CC1)c1ccccc1 (stereo not given)	4%	-10%	x
Cc1cccc2sc(N(Cc3cccnc3)C(=O)COc3ccccc3)nc12	8%	-14%	x
Cn1cc(SCC(=O)Nc2ccc3c(c2)OCO3)c2ccccc21	8%	-3%	0%
O=C(Nc1nc(-c2ccccn2)cs1)c1ccc([N+](=O)[O-])o1	4%	1%	-6%
COc1ccc(Cn2ccc3nc(C)c(C(=O)Nc4ccc(OC)cc4)cc3c2=O)cc1	8%	13%	x
Cc1ccc(CN2CCc3nc(N4CCN(C)CC4)ncc3C2)cc1	1%	-7%	x
COC(=O)c1c(-c2snnc2C)n[nH]c1C	x	2%	0%
CC(C)NCC(O)COc1ccc(COCCOC(C)C)cc1 (stereo not given)	8%	0%	-1%&0%
Cc1cc(NCc2ccco2)nc(N2CCC(C(=O)NC3CCCCC3)CC2)n1	1%	-1%	-5%
CC(C)CC(NC(=O)OC(C)(C)C)c1cn([C@@H](Cc2cc3ccccc3[nH]2)C(=O)N2CCN(C(=O)OC(C)(C)C)CC2)nn1 (stereo not given in full)	5%	3%	1%
CN(Cc1ccccc1)C(=O)COC(=O)c1cc(NS(=O)(=O)c2cccs2)ccc1O	-3%	-18%	-3%
CC1CCc2cc(F)ccc2N1C(=O)CCl (stereo not given)	-1%	-3%	-3%
O=[N+]([O-])c1ccc(N2CCOCC2)cc1O	-3%	23%	-5%
O=C(Nc1ccc2c(c1)OCO2)C1CCCCC1	7%	4%	-2%
CCc1ccc(-c2cc3c(N4CCN(c5ccccc5)CC4)nccn3n2)cc1	7%	8%	x
Cc1ccccc1OCC(=O)NN1C(=O)C2C3C=CC(O3)C2C1=O (stereo not given)	10%	14%	2%
COc1ccc(C2CC(=O)Nc3c2c(=O)nc2c(C)cccn32)cc1 (stereo not given)	8%	-5%	x
COc1ccccc1OCCn1cc(/C=N/NC(N)=S)c2ccccc21	10%	1%	-5%
Cc1ccccc1-c1ncnn1-c1sc2c(c1C#N)CCCCC2	-2%[12.3 µM]	15%	x

(continued)
mol	TDP1 inh	FEN1 inhibitor	N370S GC mod
Cc1cc(C)cc(C(=O)N(Cc2nc(-c3ccc(Cl)cc3)no2)C(C)C)c1	5%	-15%	x
C[C@H](NS(=O)(=O)c1ccc2c(c1)OCCCO2)C(=O)N1CCN(Cc2ccccc2)CC1	6%	-2%	-2%
O=[N+]([O-])c1ccc(Cl)c(S(=O)(=O)Nc2cccc(-c3ccc(N4CCCC4)nn3)c2)c1	1%	2%	-12%
CCOc1ccc(NC2=C(OC)C(=O)c3ccccc3C2=O)cc1	12%	-23%	7%
Cc1ccccc1OCC(=O)N1CCc2ccccc2C1	2%	-2%	-7%
C/C(=N\Nc1nc(N)cc(Cl)n1)c1cccc(N)c1	8%	-9%	-8%
Cc1ccc(NC2c3ncccc3C(=O)N2Cc2ccco2)c(C)c1 (stereo not given)	2%	18%	-4%
Cc1ccc(Nc2nc(-c3sc(NC(=O)c4ccco4)nc3C)cs2)cc1	4%	6%	-7%
Cc1cccc2sc(NNC(=O)c3ccc4c(c3)OCCO4)nc12	9%	4%	u
CCC/C(O)=C1\C(=O)CC(C)(C)CC1=Nc1ccc(OC)cc1	x	-16%	6%
Cc1ccc(SCc2ccc(C(=O)Nc3ccccc3Br)cc2)cc1	-3%	-8%	14%
COc1ccc(OCC(=O)NNC(=O)C(=O)Nc2cc(OC)ccc2OC)cc1	2%	-7%	-12%
COC(=O)c1cc(OC)c(OC)cc1NC(=O)Nc1cccc(C(C)=O)c1	3%	7%	-1%
CC(CNC(=O)c1cc2ccccn2n1)c1ccccc1 (stereo not given)	-3%	6%	x
COc1cc(/C=N/NC(=O)C(C)Nc2n[nH]c(=O)[nH]c2=O)cc(OC)c1O (stereo not given)	-11%	-8%	-13%
CCCOc1ccc(C(=O)N/N=C/c2ccc(-c3ccc(S(=O)(=O)Nc4ncccn4)cc3)o2)cc1	-10%	u	-8%
CCOC(=O)c1ccc(NC(=O)CSc2nc(C)cc(=O)[nH]2)cc1	-12%	u	-7%
O=C1CCC(CCC(=O)N2CCCC(C(=O)c3ccc4c5c(cccc35)CC4)C2)=NN1 (stereo not given)	x	15%	1%
Cc1ccc(C)c(N2CC(C(=O)O)CC2=O)c1 (stereo not given)	1%	2%	-4%
O=C(Nc1ccc(F)cc1)C1CCCCC1	2%	5%	7%
Cn1cc(C(=O)c2cccc(Cl)c2Cl)cc1C#N	5%	-13%	18%
COC(=O)c1ccc(Cl)c(NC(=O)CN2CCN(C)CC2)c1	-4%	1%	2%
COCCCNC(=O)c1ccc(S(=O)(=O)c2ccc(Cl)cc2)c(NC(C)=O)c1	x	-8%	-4%
O=C(NCc1ccco1)c1ccc(-c2ccc(Cl)cc2)o1	-3%	-2%	5%
NS(=O)(=O)c1ccc(CCNC(=O)c2ccccc2[N+](=O)[O-])cc1	5%	2%	1%
CCCCC(c1nnnn1CCOC)N1CCN(c2cccc(OC)c2)CC1 (stereo not given)	-4%	-7%	1%
CSc1ccc(C2C(C#N)=C(N)Oc3cc4c(cc32)OCO4)cc1 (stereo not given)	5%	-17%	12%
CCCCOP(=O)(c1ccc(N(C)C)cc1)C(O)c1cccnc1 (stereo not given)	4%	7%	-7%
CC(=O)OC[C@@H]1O[C@H](CCO/N=C(\C)CCN2CCCc3nc(C)c(C)cc32)C=C[C@@H]1OC(C)=O	6%[21 µM]	x	8%[12.8 µM]
CC(Nc1cccc([N+](=O)[O-])c1)C(=O)Nc1ccc(S(=O)(=O)N2CCCC2)cc1 (stereo not given)	2%	-6%	-12%

Already shown: entries from further up.
mol	TDP1 inh	FEN1 inhibitor	N370S GC mod
Cc1cc(C)cc(C(=O)N(Cc2nc(-c3ccc(Cl)cc3)no2)C(C)C)c1	5%	-15%	x
C[C@H](NS(=O)(=O)c1ccc2c(c1)OCCCO2)C(=O)N1CCN(Cc2ccccc2)CC1	6%	-2%	-2%
O=[N+]([O-])c1ccc(Cl)c(S(=O)(=O)Nc2cccc(-c3ccc(N4CCCC4)nn3)c2)c1	1%	2%	-12%
CCOc1ccc(NC2=C(OC)C(=O)c3ccccc3C2=O)cc1	12%	-23%	7%

(continued)
mol	TDP1 inh	FEN1 inhibitor	N370S GC mod
Cc1ccc(NC(=O)C2CCN(C(=O)c3ccco3)CC2)cc1C	x	11%	-3%
C[C@H]1CN=C(N(C)C)N1CCc1ccccc1	-7%	-5%	-3%
COc1ccc(C2=NN(C(=O)CN3CCCCC3)C(c3ccc(C)cc3)C2)cc1 (stereo not given)	-11%	1%	-4%
Cc1nc(-c2ccc(Cl)cc2)sc1C1(C)CC(c2ccccc2F)=NO1 (stereo not given)	-1%	-7%	14%
CC(C)(C)c1cccc(C2(O)C(=O)c3ccccc3C2=O)c1O	0%	-18%	-2%
O=S(=O)(Nc1nc2ccc(S(=O)(=O)N3CCCCC3)cc2s1)c1ccccc1	4%	10%	11%
COc1ccc(-c2csc(NC(=O)CSc3nnnn3C)n2)c(OC)c1	6%[0.505 µM]	2%	0%
Cc1cccc2sc(NC(=O)CSc3cn[nH]n3)nc12	-7%[0.0935 µM]	8%	3%
Cc1nc2sc(C(c3ccco3)N3CCOCC3)c(O)n2n1 (stereo not given)	7%	-2%	1%
O=c1cc(CN2CCN(c3cccc(Cl)c3)CC2)c2cc(O)c(-c3ccccc3)cc2o1	7%	1%	5%
O=C(CC1S/C(=N/N=C2CCCCCC2)NC1=O)Nc1ccccc1F (stereo not given)	4%	-6%	-2%

Screening data: PubChem BioAssay, National Center for Advancing Translational Sciences (NCATS)
